PglD inh – blocks C. jejuni PglD acetyltransferase activity. purified PglD enzyme, DTNB colorimetric CoA detection. inhibition, % at 12.5 µM. 0.098% of 360,000 active; in the data active = inhibition above about 16%, passing the limit was not always enough; inconclusive = no clear call, values can overlap the other calls; note: strong numbers were not always called active
Cneo AK release – Cryptococcus neoformans lysis via adenylate kinase release; 0.2% of 360,000 active; lysis activity, % at 15 µM; C. neoformans lysis, adenylate kinase release luminescence, 4 h; normalised: neutral wells 0, clomiphene wells 100;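 active = mean lysis activity across replicates of at least 80%, whatever share of replicates individually reach that level; inactive = mean lysis activity below 80%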
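Assay system: C. neoformans cells. Amount: yeast cell density of 5 × 10^6 cells/mL. Technique: AK luminescence. Buffer or medium: YPD. Times: static 4 h at 37 °C with compound, 1 h detection. Dosing: single-point compound dose. Read-out: lysis from increased AK signal.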
Statin myotox sup – suppression of simvastatin myotoxicity; 0.78% of 330,000 active; rescue of ATP level, % at 7.49 µM; C2C12 myotubes + simvastatin, ATP luminescence, 48 h; scaled: DMSO 0, geranylgeraniol control 100; AID 602340;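 active = mean ATP rescue above about 67%, or every replicate alone reaching that limit, limit read from the data, passing the limit was not always enough; inconclusive = no clear call, values can overlap the other calls; inactive = mean under the limit and some replicate under it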;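 note: myotubes were challenged with 10 µM simvastatin during compound exposure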
GSIS activator – GLuc luminescence reporter in INS-1E cells, primary screen for activators of glucose-dependent secretion of insulin; INS-1E GLuc reporter insulin secretion, 2-3 h; activation, % at 16.6 µM; 0.61% of 370,000 active;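 active = lowest replicate activation of at least 40%, so every replicate reaches that level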;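 note: 0% = median of neutral control wells and 100% = median of IBMX positive control wells; some compounds called inactive have numbers as strong as hits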
ARNT-TACC3 inh – disrupts binding between human ARNT and TACC3; AlphaScreen His-ARNT PAS-B/GST-TACC3 binding, luminescence; TACC3 fragment carries E629A point mutation; 0.66% of 390,000 active; Q9Y6A5; inhibition, % at 9.99 µM; AID 623870;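 active = mean inhibition of replicates at least 50% and at least half of replicates each reaching 50%; inconclusive = half or more replicates reach 50% but mean below 50%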;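 note: 0% = complete ARNT plus TACC3 wells and 100% = ARNT alone without TACC3; many hits fall short of the cut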
PAX8 inh HTS – lowers PAX8-driven luciferase in RMG-I cells; inhibition, % at 12.6 µM; RMG-I TPO-luciferase reporter, SteadyGlo, 24 h; AID 652154; 1.2% of 360,000 active;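 active = mean replicate inhibition at least 60% with every replicate also reaching 60%; inconclusive = only one of the two criteria is met; inactive = mean below 60% and not all replicates reaching 60%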;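 note: luciferase light reporting Pax8 driven TPO promoter activity; plate controls were median of neutral control wells for no effect and mitoxantrone controls for full effect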
PGC1a acetyl inh – lowers PGC1a acetylation signal in U2OS cells | AlphaScreen anti-acetyl-lysine; with virally co-expressed GCN5 acetyltransferase | inhibition, % at 15.6 µM | 0.17% of 350,000 active;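 active = every replicate shows inhibition of at least 40%; inconclusive = mean inhibition at least 40% but some replicate below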;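 note: 0% = neutral control wells and 100% = positive control wells; some results beyond the cut were filed as inactive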
LGR2 antag – blocks bursicon-induced cAMP signaling via Drosophila LGR2; HEK293 LGR2, CRE-luciferase, bursicon-stimulated, 4 h; 0.35% of 380,000 active; inhibition, % at 9.99 µM; AID 720647;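 active = drop in luminescence signal, shown as inhibition above about 50% in the replicate tests, limit read from the data, passing the limit was not always enough; inconclusive = probably only some replicates passing the limit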;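 note: agonist challenge used bursicon conditioned medium at about half maximal strength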
Starred values were filed as active, the others as inactive; ? = inconclusive; . = not tested or not shown.

Each structure is followed by: PglD inh, Cneo AK release, Statin myotox sup, GSIS activator, ARNT-TACC3 inh, PAX8 inh HTS, PGC1a acetyl inh, LGR2 antag
COc1ccc(C(CNC(=O)C2CC(=O)N(Cc3ccccc3)C2)N2CCCC2)cc1 (stereo unspecified)
    -5.3, 1.1, 1.7, -6.9, -14.3, -4.5, 0.6, -27.3
CCN1C=C(C(=O)OC)C(c2cccc(C)c2)C(C(=O)OC)=C1
    3.6, -1.6, 12.0, ., -17.4, 0.8, 7.5, .
O=C(NCc1ccco1)c1ccc(COc2cccc3ccccc23)cc1
    -5.4, -2.2, 11.3, -2.8, -3.1, -35.7, -0.1, -41.4
O=C1N(Cc2cccnc2)C[C@@H]2C[C@@H](c3ccc4nonc4c3)N3CCC[C@@]123
    -0.4, -1.7, 5.3, 2.0, -1.0, 9.3, -0.8, -17.2
Cc1nn(Cc2ccccc2Cl)c2sc(C(=O)OC3CCCC3=O)cc12 (stereo unspecified)
    2.4, -0.6, 3.2, ., -3.7, ., ., .
CC(C)Sc1nc2ccccc2n1CC(=O)O
    ., ., ., 6.6, ., 5.6, 1.5, 19.1
CC=Cc1ccc2n(c1=O)C[C@@H]1[C@@H](CO)[C@H](C(=O)NCCc3ccncc3)N(CCC(F)(F)F)[C@H]21 (mixture of isomers)
    3.3, 1.0, -10.2, 10.1, 0.8, -7.7, -10.5, 1.3
Cc1c(Br)c(C(N)=O)nn1C
    3.7, -2.5, 40.4, ., -3.9, ., 1.9, .
Cn1c(SCc2nc(-c3ccccc3)no2)nnc1-c1ccco1
    1.6, -1.3, -4.5, ., -5.5, ., -10.5, .
CCOc1ccc(OCCC(=O)OCC(=O)NC(C)c2ccccc2)cc1 (stereo unspecified)
    ., ., -5.5, -18.6, -1.6, 4.2, 4.8, -23.0
COCCCN=CC1=C(O)CC(C)(C)CC1=O
    0.0, 6.8, -9.0, ., -2.6, ., 0.5, .
Cc1ccc(-c2ccc3c(c2)O[C@H](CN(C)Cc2ccccn2)[C@H](C)CN([C@@H](C)CO)S3(=O)=O)cc1
    -0.3, 4.7, -12.0, -39.3, 3.6, ., -5.4, 27.0
O=C(Nc1ccc(C(=O)N2CCOCC2)cc1)c1ccccc1
    5.7, 1.7, 1.7, 2.4, -2.3, -15.3, 18.9, -0.5
CC(C)CC#Cc1ccc2c(c1)O[C@H](CN(C)Cc1ccc(F)cc1)[C@@H](C)CN([C@@H](C)CO)S2(=O)=O
    1.8, 15.2, -114.2, -2.4, 7.8, 46.1, 7.3, 1.7
Cc1ccc(S(=O)(=O)N(C)C[C@@H]2Oc3ccc(NC(=O)Nc4ccc(C(F)(F)F)cc4)cc3C(=O)N([C@H](C)CO)C[C@H]2C)cc1
    -1.3, 1.4, -55.3, -9.1, 4.0, ., 8.7, 2.4
CCCn1c(=O)c(C(=O)NCc2ccccc2)c(O)c2ccccc21
    3.0, -0.2, 5.9, 7.1, -8.7, 27.1, ., 9.1
CC(C)C#Cc1ccc2c(c1)O[C@H](CN(C)C(=O)c1cnccn1)[C@@H](C)CN([C@@H](C)CO)S2(=O)=O
    2.0, 12.8, -18.6, 17.3, 0.0, ., -9.9, -10.0
CO[C@H]1CN(C)C(=O)c2ccc(NC(=O)Nc3ccccc3)cc2OC[C@@H](C)N(C(C)=O)C[C@@H]1C
    -0.4, 65.5, 11.9, -8.9, 29.3, -1.4, ., 9.4
COCC(=O)N(C)C[C@H]1Oc2ncc(-c3cccc(OC)c3)cc2C(=O)N([C@H](C)CO)C[C@@H]1C
    3.2, 51.8, 20.4, 45.6, 1.8, ., 5.2, .
COC(C(=O)Nc1ccc(S(=O)(=O)Nc2ccc(F)cc2)cc1)c1ccccc1 (stereo unspecified)
    ., ., ., -35.6, -4.5, -12.1, ., -23.4
O=C(NCc1n[nH]c(=S)n1-c1ccc(F)cc1)c1ccc(S(=O)(=O)N2CCCCC2)cc1
    2.2, 0.0, -1.1, 15.2, 1.4, -15.7, -17.0, 6.9
N#C[C@@H]1N(Cc2ccccc2)C(=O)[C@H]2CC3C=CC21O3 (stereo partly specified)
    6.6, 1.0, -2.5, -1.7, -11.7, 7.5, -19.7, 10.4
COC(=O)Cn1c(=O)c2c(nc3n2CCCN3CCc2ccccc2)n(C)c1=O
    1.4, 0.1, -0.9, 0.2, 4.7, 0.4, ., -1.1
CC1CN(C(=O)COC(=O)c2ccc(F)cc2Cl)CC(C)O1 (stereo unspecified)
    -0.4, -2.7, -20.6, 1.1, 4.8, -22.4, ., -5.9
CCOc1ccc(C2Nc3cccc4cccc(c34)N2)cc1OC
    ., ., 8.2, -3.8, -0.6, ., -10.0, 4.1
CCCCCSc1nc2c(c(=O)[nH]c(=O)n2C)n1C(C)C
    -3.1, 0.6, 13.6, 23.6, 22.0, -15.2, ., -8.4
COc1ccc(OCCN2CCC(C(=O)NC(c3ccc(C)cc3)c3ccccn3)CC2)cc1 (stereo unspecified)
    -3.8, 2.3, 0.5, -4.7, ., 1.1, -20.4, -38.0
COc1ccc(S(=O)(=O)N2CCCCC2)cc1NCC(=O)Nc1ccc(C)cc1
    1.3, -1.0, 3.4, -1.5, -2.5, 1.5, 2.2, -5.0
CC1(C(=O)NS(=O)(=O)c2cccc(Cl)c2)CCN1C(=O)CCc1ccccc1 (stereo unspecified)
    -6.4, 1.4, 3.6, 3.3, ., -15.6, 6.7, -3.9
O=C(Nc1ccccc1)N1CCCN(c2ccc(C(F)(F)F)cn2)CC1
    ., ., -0.3, -0.7, 7.6, 0.2, 0.3, 10.3
CN1CC=C2C(C#N)=C(N)C(C#N)(C#N)C(Cc3ccccc3)C2C1 (stereo unspecified)
    -4.0, 1.4, ., ., 21.9, ., 3.9, .
Cc1oc(-c2ccccc2F)nc1CS(=O)(=O)CC(=O)NC1CCCC(C)C1C (stereo unspecified)
    0.7, 1.0, 21.9, -45.4, 0.4, -5.0, ., -1.0
Cc1ccc(S(=O)(=O)NNC(=S)Nc2ccc(Cl)cc2)cc1
    ., ., ., 2.6, 4.3, -10.7, ., -6.6
Cn1cc(Br)c(C(=O)N/N=C/c2cccc(OC3CSC3)c2)n1
    ., ., ., 18.8, -1.4, -15.2, ., -24.9
O=C(C[C@H]1CC[C@@H](NC(=O)CC2CC2)[C@@H](CO)O1)NCC(F)(F)F
    2.0, 4.0, 3.8, -7.1, -4.5, -6.7, 2.1, 13.9
COCC(=O)N1CC(=O)N2[C@H](CO)[C@H](c3ccc(-c4ccncc4)cc3)[C@@H]2C1
    ., ., ., 14.0, ., -13.6, -9.0, 4.9
Cc1cccc(NC(=O)Nc2ccc(C#N)cc2)n1
    -3.3, -0.5, 25.8, 2.7, ., -53.9, 24.2, 13.8
O=C(Nc1cccc(S(=O)(=O)N2CCOCC2)c1)c1cccc(S(=O)(=O)N2CCCC2)c1
    0.0, -0.8, 21.7, 3.2, 0.8, 0.3, ., 9.7
CC(C)c1ccc(/C=C/C(=O)n2nnc3ccccc32)cc1
    -2.3, -11.7, ., ., 2.0, -4.8, ., .
CCCN(CC(=O)Nc1ccccc1OC)C(=O)c1ccncc1
    ., ., 2.4, 14.8, -6.5, -10.1, ., -1.8
CSCC[C@H](NC(=O)C1CCCC1)c1nc2ccccc2[nH]1
    ., ., 0.0, -3.0, 10.0, 7.8, 10.7, 8.7
O=C(O)CNS(=O)(=O)c1ccc(Br)s1
    -9.7, 11.4, -2.8, 15.5, 5.5, ., -0.3, -7.4
Cn1c(-c2ccc(Br)cc2)cnc1NCc1cccnc1
    -0.3, 1.0, 2.1, ., -2.2, 8.9, 7.4, .
CCOC(=O)c1ccc(NC(=O)C2(c3ccc(Cl)cc3)CCCC2)cc1
    -3.3, -1.2, 10.8, -4.4, 0.3, ., -9.9, -1.1
CNc1ccc(C(=O)c2ccccc2C(=O)O)cc1[N+](=O)[O-]
    ., ., ., 8.0, -4.9, 11.3, ., 7.9
Cc1ccc(C(=O)Nc2ccc(C(=O)NCC3CCCO3)cc2)cc1 (stereo unspecified)
    2.6, -1.7, -6.9, 1.8, 37.5, 25.8, ., 3.3
Cc1noc(C)c1NC(=O)N(C)C[C@@H]1Oc2ccc(NS(=O)(=O)c3ccccc3)cc2C(=O)N([C@H](C)CO)C[C@H]1C
    -1.8, 0.8, -15.3, 13.5, 1.0, -11.1, 6.4, -1.8
O=C(Cc1cccnc1)N[C@@H]1CC[C@@H](CCn2cc(-c3ccccc3F)nn2)O[C@@H]1CO
    6.9, 0.4, 4.8, -13.7, -11.0, 7.0, -8.5, 2.1
C[C@H](CO)N1C[C@H](C)[C@H](CN(C)C(=O)NC2CCCCC2)OCCCC[C@H](C)Oc2ccc(NS(C)(=O)=O)cc2C1=O
    0.6, -3.4, 14.3, 7.2, -8.2, -13.0, 10.1, -11.1
CS(=O)(=O)Nc1ccc2c(c1)[C@@H]1C[C@H](CC(=O)N3CCc4ccccc4C3)O[C@@H](CO)[C@@H]1O2
    0.4, -4.4, 1.5, 0.0, -11.3, 12.0, ?, -1.6
CC1CC(=O)Nc2ccccc2S1(=O)=O (stereo unspecified)
    -3.3, 3.0, 16.0, ., 17.4, ., 9.8, .
CC(C)(C)NC(=O)COC(=O)c1nsc(Cl)c1Cl
    13.8, -1.9, ., ., ., 5.1, -12.9, .

A draw from above in order of length of the SMILES, low to high:
Each structure is followed by: PglD inh, Cneo AK release, Statin myotox sup, GSIS activator, ARNT-TACC3 inh, PAX8 inh HTS, PGC1a acetyl inh, LGR2 antag
CC1CC(=O)Nc2ccccc2S1(=O)=O (stereo unspecified)
    -3.3, 3.0, 16.0, ., 17.4, ., 9.8, .
O=C(O)CNS(=O)(=O)c1ccc(Br)s1
    -9.7, 11.4, -2.8, 15.5, 5.5, ., -0.3, -7.4
Cn1c(-c2ccc(Br)cc2)cnc1NCc1cccnc1
    -0.3, 1.0, 2.1, ., -2.2, 8.9, 7.4, .
CC(C)(C)NC(=O)COC(=O)c1nsc(Cl)c1Cl
    13.8, -1.9, ., ., ., 5.1, -12.9, .
CSCC[C@H](NC(=O)C1CCCC1)c1nc2ccccc2[nH]1
    ., ., 0.0, -3.0, 10.0, 7.8, 10.7, 8.7
CNc1ccc(C(=O)c2ccccc2C(=O)O)cc1[N+](=O)[O-]
    ., ., ., 8.0, -4.9, 11.3, ., 7.9
CCOC(=O)c1ccc(NC(=O)C2(c3ccc(Cl)cc3)CCCC2)cc1
    -3.3, -1.2, 10.8, -4.4, 0.3, ., -9.9, -1.1
O=C(Cc1cccnc1)N[C@@H]1CC[C@@H](CCn2cc(-c3ccccc3F)nn2)O[C@@H]1CO
    6.9, 0.4, 4.8, -13.7, -11.0, 7.0, -8.5, 2.1
CS(=O)(=O)Nc1ccc2c(c1)[C@@H]1C[C@H](CC(=O)N3CCc4ccccc4C3)O[C@@H](CO)[C@@H]1O2
    0.4, -4.4, 1.5, 0.0, -11.3, 12.0, ?, -1.6
Cc1noc(C)c1NC(=O)N(C)C[C@@H]1Oc2ccc(NS(=O)(=O)c3ccccc3)cc2C(=O)N([C@H](C)CO)C[C@H]1C
    -1.8, 0.8, -15.3, 13.5, 1.0, -11.1, 6.4, -1.8
C[C@H](CO)N1C[C@H](C)[C@H](CN(C)C(=O)NC2CCCCC2)OCCCC[C@H](C)Oc2ccc(NS(C)(=O)=O)cc2C1=O
    0.6, -3.4, 14.3, 7.2, -8.2, -13.0, 10.1, -11.1
